HP1b binding inh: inhibitors of HP1-beta chromodomain binding to methylated histone tails | P83916 | AlphaScreen HP1-beta / biotin-H3K9me3 peptide binding | Potency, µM (doses to about 114 µM), inactives show at the highest dose activity change, negative = inhibition, usual class: inhibitors | 390,000 tested, 0.56% active; also: potency is read from the fitted curve at half-maximal effect; nearly all actives have a fitted effect of over 70% in size; inactives centre near 23
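Compound inhibition of the preformed complex between 50 nM HP1-beta and 50 nM biotinylated H3K9me3 peptide was read by AlphaScreen. Buffer was PBS pH 7.4 with 0.01% Tween-20. Incubations ran 30 min at room temperature, with 10 ug/mL donor/acceptor beads.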
12-LOX inh: ALOX12 (human) lipoxygenase inhibition; 580,000 tested, 1.1% active; P18054; Potency, µM (highest dose often 108 µM), for the others: top-dose activity change, negative = inhibition, most hits filed as inhibitors; purified 12hLO, xylenol orange hydroperoxide absorbance; also: potency is read from the fitted curve at half-maximal effect; % is scaled to controls: 0 for no effect and ±100 for the full control effect
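Hydroperoxide product was detected by ferrous iron/xylenol orange as the 573 to 405 nm absorbance ratio. Arachidonic acid at 40 uM (final) was turned over for 30 min at room temperature by 150 nM human 12hLO, pH 7.0 Hepes buffer, after 15 min compound preincubation.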
BAZ2B inh: blocks human BAZ2B; Q9UIF8; AlphaScreen BAZ2B-H3K14Ac peptide displacement; Potency, µM (doses to about 114 µM), inactives show at the highest dose activity change, negative = inhibition, most hits filed as inhibitors; 360,000 tested, 4.4% active; AID 504333; also: potency is read from the fitted curve at half-maximal effect; % is scaled to controls: 0 for no effect and ±100 for the full control effect; nearly all actives have a fitted effect of over 60% in size
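Inhibition is scored as reduced AlphaScreen emission. The BAZ2B/b-H3(5-23)K14Ac complex (50 nM each) in PBS pH 7.4, 0.01% Tween-20 meets compound (up to 110 uM) for 30 min at RT before bead addition.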
ERG Ets-DNA blk: inhibitors of human ERG Ets domain-DNA interaction; Potency, µM (titrated, usually from 76.9 µM), inactives show at the highest dose FP activity, negative = inhibition, most hits filed as inhibitors; fluorescence polarization, His-ERG Ets domain / labelled DNA; P11308; AID 624246; 370,000 tested, 0.028% active; active = well fitted inhibition curve with a large enough effect in the polarisation, with a control signal flat; inconclusive = small, poorly fitted or top-dose-only effect, or effect the other way, or a change in a side signal; inactive = no such curve, though single readings can be large or run the other way; the % refers to the polarisation;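 also: polarization taken with two DNA probes labelled with fluorescein and Texas red; potency is read from the fitted curve at half-maximal effect; % of control where 0% means no effect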
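His-tagged ERG Ets domain (1 uM in the protein solution; 300mM KCl, 50mM Tris-HCl, 1mM EDTA, 1mM DTT, pH 7.5) received compound, then a probe mix of 5 nM fluorescein-DNA and 100nM Texas-615-DNA. Fluorescence polarization was read for both dyes.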
G9a inh: blocks human histone lysine methyltransferase G9a | G9a H3K9 monomethylation, AlphaScreen, 2 h | Potency, µM (top dose mostly 102 µM), inactives show at the highest dose activity, negative = inhibition, hits mostly inhibitors | 350,000 tested, 8.8% active | Q96KQ7; also: potency is read from the fitted curve at half-maximal effect; % is scaled to controls: 0 for no effect and ±100 for the full control effect; nearly all actives have a fitted effect of over 75% in size
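Enzyme 20 nM + cpd, 15 min RT; add b-H3K9 pep 500 nM / SAM 20 uM; 2 h RT; anti-H3K9me1 Ab 0.5 ug/mL + SA donor / anti-rabbit acceptor beads 20 ug/mL each, 10 min; AlphaScreen read.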
PI4K2A inh: blocks human PI4K2A kinase activity; Q9BTU6; purified PI4K2A, ADP-Glo luminescence, 1 h; active compounds read low; activity change, negative = inhibition, % at 76.9 µM; 420,000 tested, 0.13% active; in the data active = activity change below about -50%; inconclusive = mostly about -30% to -49%;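 also: -100% = wells without enzyme as full effect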
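ADP-Glo luminescence measured ADP generated by PI4K2A enzyme (4 ug/mL before mixing) with 1.2 mM PI substrate (pre-mix) and 300 microM ATP (pre-mix). Tris pH7.5 buffer with MgCl2, Triton X-100; 1 h reaction at ambient temperature.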
GLS inhibitor: glutaminase GLS (human) inhibition. 410,000 tested, 0.21% active. GLS enzymatic activity, qHTS titration. O94925. Potency, µM (series often up to 45.5 µM), for the others: at the top dose activity change, negative = inhibition, most hits filed as inhibitors; also: potency is read from the fitted curve at half-maximal effect; % is scaled to controls: 0 for no effect and ±100 for the full control effect
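Two-point fluorescence kinetic (t0, 30 min RT) for hKGA; glutamate detected via glutamate oxidase–HRP–Amplex Red. Substrate: 1 mM L-glutamine solution; buffer 45 mM KH2PO4, pH 8.2.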
RGS4 inhibitor: inhibitors of human regulator of G protein signaling 4; P49798; 390,000 tested, 0.039% active; Potency, µM (top dose mostly 114 µM), without a hit: top-dose activity change, negative = inhibition, usual class: inhibitors; Transcreener GDP fluorescence polarization, RGS4-accelerated GTP hydrolysis; also: potency is read from the fitted curve at half-maximal effect; % is scaled to controls: 0 for no effect and ±100 for the full control effect; nearly all actives have a fitted effect of over 75% in size; some results filed as inactive show a strong effect at the top dose
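MLSMR compounds (23 nl, pin-transferred) preincubated 10 min at room temperature with a 500nM (2x) first reagent, then RGS4 at 900nM (2x) plus Transcreener GDP mix added; fluorescence polarization (620/688 nm) read before and after 90 min at 30 °C.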
JMJD2A Tudor: JMJD2A Tudor domain (human) inhibition; O75164; AlphaScreen JMJD2A-Tudor / H3K4me3 peptide binding; Potency, µM (highest dose often 114 µM), without a hit: at the highest dose activity change, negative = inhibition, actives largely listed as inhibitors; 390,000 tested, 4.4% active; AID 504339; also: potency is read from the fitted curve at half-maximal effect; % is scaled to controls: 0 for no effect and ±100 for the full control effect; nearly all actives have a fitted effect of over 50% in size
Target sequence (O75164 whole entry, looked up, the tested form may be a part): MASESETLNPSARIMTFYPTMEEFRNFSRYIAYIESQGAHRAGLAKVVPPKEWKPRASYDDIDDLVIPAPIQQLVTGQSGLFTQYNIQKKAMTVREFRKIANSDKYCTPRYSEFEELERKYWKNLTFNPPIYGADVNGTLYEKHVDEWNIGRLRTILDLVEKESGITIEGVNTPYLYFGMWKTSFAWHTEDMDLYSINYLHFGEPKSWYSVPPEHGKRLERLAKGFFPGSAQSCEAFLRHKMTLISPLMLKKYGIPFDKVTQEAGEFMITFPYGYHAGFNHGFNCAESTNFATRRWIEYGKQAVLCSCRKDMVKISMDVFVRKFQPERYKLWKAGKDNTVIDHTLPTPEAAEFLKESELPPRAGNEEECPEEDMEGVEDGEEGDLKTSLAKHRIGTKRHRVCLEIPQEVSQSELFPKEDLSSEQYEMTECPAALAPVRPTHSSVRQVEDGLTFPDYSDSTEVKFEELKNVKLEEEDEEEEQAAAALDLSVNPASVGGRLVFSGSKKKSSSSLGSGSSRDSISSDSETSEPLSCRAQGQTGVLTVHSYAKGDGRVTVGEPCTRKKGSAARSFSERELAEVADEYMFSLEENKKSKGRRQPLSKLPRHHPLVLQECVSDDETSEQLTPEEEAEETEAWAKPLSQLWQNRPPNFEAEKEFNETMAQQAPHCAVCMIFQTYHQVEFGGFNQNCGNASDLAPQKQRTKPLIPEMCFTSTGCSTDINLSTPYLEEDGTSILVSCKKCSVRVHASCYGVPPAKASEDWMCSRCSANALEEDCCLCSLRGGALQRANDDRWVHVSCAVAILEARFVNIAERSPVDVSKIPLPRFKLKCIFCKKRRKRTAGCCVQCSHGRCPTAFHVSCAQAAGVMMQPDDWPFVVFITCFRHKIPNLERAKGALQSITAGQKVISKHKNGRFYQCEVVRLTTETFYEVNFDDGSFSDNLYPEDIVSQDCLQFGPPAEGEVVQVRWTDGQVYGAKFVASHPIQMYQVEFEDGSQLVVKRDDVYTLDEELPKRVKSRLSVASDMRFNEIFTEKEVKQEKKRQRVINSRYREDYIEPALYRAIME
Numbers without * were called inactive; u = inconclusive; x = not tested or not shown; [ ] = remark or other dose. Unless noted, calls follow the shape of the dose curve; as a rule, active = well fitted curve in the direction sought with a large enough effect; inconclusive = small, poorly fitted or top-dose-only effect, or another doubt; inactive = no such curve, though single readings can be large; an effect the other way counts as inactive or inconclusive.

SMILES	HP1b binding inh	12-LOX inh	BAZ2B inh	ERG Ets-DNA blk	G9a inh	PI4K2A inh	GLS inhibitor	RGS4 inhibitor	JMJD2A Tudor
O=C(NCc1cccs1)c1csc2c1CCCCC2	6%	1%	7%	x	-4%[59 µM]	3	15%	12%	-1%
O=C(CCCc1c[nH]c2ccccc12)NCc1ccccc1C(F)(F)F	4%	-38%	-35%	-2%	6%	0	17%	-7%	u
Cc1cc(C(=O)OC(C)C(=O)NC2CCCCC2)c(C)o1 (stereo unspecified)	32%	3%	6%	12%	-9%[59 µM]	0	-1%	-22%	-4%
CSc1ccc(CN(C)C(=O)CNC(=O)c2ccc3c(c2)OCO3)cc1	28%	-13%	-3%	x	-5%	4	-9%	-19%	-1%
NC(=O)c1ccc(NC(=O)CSc2nnc(-c3cccnc3)n2Cc2ccco2)cc1	61%[activator]	0%	-33%	-12%	u	-16	u	-7%	39%[activator]
CC1CN(C(=O)CCC(=O)NC2CCCCC2)c2ccccc2S1 (stereo unspecified)	55%[activator]	348%[activator]	-35%	-3%	26%	3	-9%	-19%	-7%
Cc1ccc(C)c(S(=O)(=O)NCCC(=O)N2CCCC(C(N)=O)C2)c1 (stereo unspecified)	27%	-1%	1%	3%	14%[12.7 µM]	1	3%	4%	-12%
CC(C)CCC(=O)N1CCC(N2CCC(C(=O)NCc3ccccn3)CC2)CC1	35%	-3%	-3%[57.1 µM]	-1%	14%	4	-4%	20%	-1%
COC(=O)/C(C#N)=C1/C=Cc2ccccc2N1	81%[activator]	-11%	-3%	18%	51%	2	-8%	9%	19%
CCN(CC)S(=O)(=O)c1ccc(N2CCOCC2)c(NC(=O)COc2ccc(Cl)cc2)c1	5%	-6%	2%	4%	1%[12.7 µM]	6	-5%	0%	-20%
COCCCN(C(=O)CSCC(=O)Nc1ccc(C)cc1)c1c(N)n(Cc2ccccc2)c(=O)[nH]c1=O	27%	127%[activator]	x	5%	x	-1	2%	13%	-10%
CN(C(=O)c1ccc(NC(=O)Cc2cccc(NC(=O)C3CCN(C(=O)C4CC4)CC3)c2)cc1)C1CCCC1	40%[activator]	4%	-4%	13%	-3%[0.501 µM]	-4	2%	2%	-11%
CCCCOc1cccc(C(=O)Nc2ccccc2N2CCCC2)c1	-17%	0%	u	-3%	u	-18	11%	-8%	-30%
COC(=O)c1sccc1S(=O)(=O)NCc1ccc(S(N)(=O)=O)cc1	6%	-16%	-14%	12%	x	4	6%	19%	-25%
Cc1ccc(NC(=O)CSc2ccc(C(N)=O)cc2[N+](=O)[O-])cc1C	6%	-3%	-15%	8%	-28%	0	u	u	14µM*
Cc1cccc(OC(C)C(=O)NCc2ccc(S(N)(=O)=O)cc2)c1 (stereo unspecified)	12%	12%	-4%	-8%	-7%[59 µM]	3	8%	18%	-20%
CCOc1cccc(-c2nn3c(-c4ccccn4)nnc3s2)c1	15%	-20%	50µM*	7%	-14%[59 µM]	5	1%	2%	79µM*
O=C(C1=C(O)C(=O)N(Cc2ccco2)C1c1cccc([N+](=O)[O-])c1)c1ccco1 (stereo unspecified)	-13%	u	5%	-2%	x	-3	8%	10%	50µM*
CC(=O)c1ccc(N(CC(=O)NC2CCCCC2)C(=O)CNC(=O)c2ccco2)cc1	3%	12%	-4%	-9%	21%	2	9%	-6%	-6%
Cc1ccc(S(=O)(=O)n2ccnc2)cc1C	22%	-1%	-30%	-1%	-15%[59 µM]	-4	-15%	12%	-18%
CCOc1ccc(NC(=O)CC2C(=O)N(c3ccc(Cl)cc3)C(=O)N2Cc2cccs2)cc1 (stereo unspecified)	17%	-12%	-14%	1%	0%[59 µM]	4	0%	-4%	-9%
O=C(OCCN1CCOCC1)c1ccc2c(c1)OCCO2	19%	u	u	-1%	6%[59 µM]	-3	13%	31%	-7%
Nc1cccc2c1C(=O)c1ccc(Cl)cc1C2=O	u	-1%	x	67%[activator]	x	-14	4%	-18%	14µM*
COc1cc(C(=O)Oc2cccc(C=O)c2)cc(OC)c1OC	27%	-7%	6%	2%	-2%[12.7 µM]	4	-6%	20%	-9%
Cc1ccccc1-c1cc(C(=O)NCc2ccc(OC(F)(F)F)cc2)n(CC2CC(c3cccnc3)=NO2)n1 (stereo unspecified)	27%	-29%	x	7%	x	2	3%	15%	u
Cn1c(SCC(=O)NC2CCCCC2)nnc1-c1ccc(N)cc1	36%[activator]	-6%	0%	-8%	-1%	2	13%	-13%	3%
Cc1ccc(C)c(S(=O)(=O)N(C)c2ccc(OC(=O)C3CCN(C(=O)c4ccc(F)cc4)CC3)cc2)c1	-10%	0%	x	7%[15.4 µM]	x	-2	15%	-41%	-10%
COC(=O)c1ccccc1NC(=O)CN(Cc1ccc(Cl)cc1)S(C)(=O)=O	-1%	11%	-5%	8%	-5%	-3	-1%	8%	-14%
CCn1cc2nc(SCC(=O)Nc3ccccc3C(F)(F)F)n(Cc3ccc(C)cc3)c(=O)c2n1	8%	-18%	u	5%	u	-1	-15%	u	-41%
Cc1cc(C)c(NC(=O)CSc2nc3ccc(N4C(=O)c5ccccc5C4=O)cc3s2)c(C)c1	25%	0%	-12%	2%	-3%[59 µM]	-4	0%	-12%	9%
O=C(CSc1ccccc1C(=O)O)c1ccc(Cl)cc1	15%	-24%	-13%	1%	-28%[2.33 µM]	0	16%	-10%	-12%
O=C(CC1N=C2c3ccccc3N=C(SCc3ccc(Cl)cc3)N2C1=O)NC1CCCCC1 (stereo unspecified)	12%	-28%	-1%	-5%	1%[59 µM]	-1	-15%	3%	-21%
CCCn1c(N)c(N(CCOC)C(=O)CSCC(=O)Nc2ccc(OC)cc2)c(=O)[nH]c1=O	18%	-2%	-5%	5%	-4%[0.501 µM]	0	1%	3%	-11%
CC1(C)Cc2cccc(OCC(=O)Nc3cc(C(F)(F)F)ccc3N3CCOCC3)c2O1	57%[activator]	0%	-27%	4%	u	1	17%	-3%	-15%
COc1ccc(C(C)=O)cc1COC(=O)c1ccc(S(=O)(=O)N2CCOCC2)cc1	6%	-23%	-3%	-7%	u	5	-8%	-10%	-10%
CC(C)Oc1cccc(C(=O)C2CCCN(C(=O)c3cc(C4CC4)[nH]n3)C2)c1 (stereo unspecified)	16%	8%	-16%	-13%	14%	2	10%	17%	-15%
COc1ccc(NC(NC(=O)c2cccnc2)C(Cl)(Cl)Cl)cc1 (stereo unspecified)	7%	-17%	-19%	8%	u	3	-11%	7%	-24%
CCNc1nc(NCC)n2c(SCC(=O)Nc3ccccc3OC(F)F)nnc2n1	18%	-16%	x	-6%	x	-7	4%	10%	-17%
Cc1nc(C)c(C(=O)N/N=C/c2ccco2)s1	12%	-3%	-26%	16%	u	2	-7%	9%	-10%
Cc1cccc(OCC(=O)OC2CCN(C)CC2)c1	29%	0%	7%	0%	5%[59 µM]	2	1%	-18%	5%
O=C(CN(c1ccc(F)cc1)S(=O)(=O)c1ccc2c(c1)OCCO2)N1CCOCC1	47%[activator]	-5%[57.4 µM]	13%	1%	3%[59 µM]	-1	-2%	10%	-1%
CCCCON1C(=O)c2cccc3cccc(c23)C1=O	31%	0%	u	-9%	11%	1	-5%	8%	6%
Cc1ccc(N(C(=O)c2csnn2)C(C(=O)NC2CCCC2)c2ccccn2)cc1 (stereo unspecified)	10%	-15%	5%	16%	0%	20	-4%	32%	9%
COc1ccc(NC(=O)CCC(=O)NCCO)cc1	63%[activator]	0%	u	6%	u	0	-2%	-30%	2%
O=C(NCc1ccccc1F)c1cccc(S(=O)(=O)NCc2ccccc2)c1	40%[activator]	1%	-3%	-17%	-8%[12.7 µM]	-2	-5%	12%	-8%
CCOc1ccc(S(=O)(=O)NCCC(=O)NCCc2ccc(OCC)c(OCC)c2)cc1	8%	10%	5%	3%	-28%	-6	3%	5%	-18%
C/C(=N\NC(=O)c1c(C)nc2ccccn12)c1ccc(C(C)(C)C)cc1	47%[activator]	2%	-18%	0%	16%	3	1%	-3%	-10%
Cc1ccc(NC(=O)CN2C(=O)CSc3ccc(S(=O)(=O)N4CCCCC4)cc32)cc1	25%	-5%	-13%	31%[activator]	-4%[59 µM]	2	-2%	5%	-29%
COc1ccc(OC)c(CN2CCC(CO)(CCOc3ccccc3)CC2)c1	25%	-9%	-4%	-1%	0%	1	-15%	-40%	-10%
CCn1c(Cc2ccc(OC)cc2)nc2ccccc21	55%[activator]	-13%	5%	16%	7%	-2	-5%	3%	-11%
CN(C)c1nc2n(c(=O)n1)C(C#N)CS2 (stereo unspecified)	17%	-6%	31%[activator]	1%	12%[59 µM]	-1	9%	13%	0%

Reprinted at random: two entries already listed, in no set order.
SMILES	HP1b binding inh	12-LOX inh	BAZ2B inh	ERG Ets-DNA blk	G9a inh	PI4K2A inh	GLS inhibitor	RGS4 inhibitor	JMJD2A Tudor
COc1ccc(NC(=O)CCC(=O)NCCO)cc1	63%[activator]	0%	u	6%	u	0	-2%	-30%	2%
Cc1ccc(NC(=O)CN2C(=O)CSc3ccc(S(=O)(=O)N4CCCCC4)cc32)cc1	25%	-5%	-13%	31%[activator]	-4%[59 µM]	2	-2%	5%	-29%

High-throughput results as filed in PubChem.

This is a subset (hit frequency here may not be typical).
